Screens (PubChem BioAssay)
GAA spleen mod = inhibits or activates alpha-glucosidase in human spleen homogenate; human spleen homogenate, 4-MU-alpha-glucoside fluorescence; Potency, µM (titrated, usually from 79.9 µM), for inactives: top-dose activity change, negative = inhibition, usual class: inhibitors; 240,000 compounds, 0.006% hits; AID 2112;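 further: 0% = enzyme with vehicle and -100% = no enzyme basal signal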
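Enzyme source: human spleen homogenate, 1 ug/well. Buffer 50 mM citric acid/K phosphate pH 5.0, 0.01% Tween-20. 4-MU-alpha-glucoside 1 mM; 37 C x 40 min; NaOH/glycine stop; fluorescence.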
GAA inhib = alpha-glucosidase (human) inhibition; AID 1466; purified human GAA, 4-MU-alpha-glucoside fluorescence; Potency, µM (top dose mostly 76.9 µM), for the others: top-dose activity change, negative = inhibition, usual class: inhibitors; P10253; 200,000 compounds, 0.005% hits;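 further: plate controls were uninhibited enzyme wells for no effect and no-enzyme background for full effect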
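Fluorescence at Ex 365/Em 440 nm from 4-methylumbelliferone reported enzyme activity after 20 min at room temperature. Reactions used 4 nM enzyme and 400 uM substrate at pH 5.0; curves fitted with the Hill equation.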
RGS12 GoLoco inh = RGS12 GoLoco-Gai1 interaction inhibition. Gai1:RGS12 GoLoco peptide FP, rhodamine, 10 min. 230,000 compounds, 0.44% hits. Potency, µM (series often up to 61.6 µM), for the others: at the top dose activity, negative = inhibition, hits mostly inhibitors. AID 880; active means well fitted inhibition curve with a large enough effect, not every such curve was filed as active; inactive means no such curve, though single readings can be large or run the other way; further: nearly all actives have a fitted effect of over 30% in size; many of its hits are not listed in these tables
Target sequence (P63096 whole entry, looked up): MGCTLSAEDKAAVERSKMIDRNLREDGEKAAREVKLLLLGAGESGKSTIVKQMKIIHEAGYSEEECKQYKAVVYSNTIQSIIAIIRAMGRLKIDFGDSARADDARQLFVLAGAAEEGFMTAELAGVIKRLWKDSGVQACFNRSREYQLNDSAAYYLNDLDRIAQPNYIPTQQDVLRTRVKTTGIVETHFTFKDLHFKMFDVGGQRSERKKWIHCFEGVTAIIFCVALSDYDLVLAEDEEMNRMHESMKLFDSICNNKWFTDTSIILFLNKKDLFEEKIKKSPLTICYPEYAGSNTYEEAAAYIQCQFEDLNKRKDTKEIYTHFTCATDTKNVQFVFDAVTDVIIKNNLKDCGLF
TRb SRC2 PPI = disrupts binding of human TR beta to SRC2; TRbeta-SRC2 peptide binding, fluorescence polarization; receptor liganded with 1 µM T3; 280,000 compounds, 0.065% hits; P10828; Potency, µM (doses to about 106 µM), without a hit: top-dose activity change, negative = inhibition, most hits filed as inhibitors;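 further: plate controls were bound peptide for no effect and peptide without receptor for full effect; nearly all actives have a fitted effect of over 50% in size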
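Fluorescence polarization of 20 nM Texas Red SRC2 peptide (20-aa NR interaction domain) bound to 0.6 uM human TRb ligand-binding domain, with 1 uM T3, after 5 hr at ambient temperature; inhibition seen as decreased polarization.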
RECQ1 inh = RECQ1 (human) helicase inhibition. P46063. RECQ1 DNA unwinding, red fluorescence kinetic read. Potency, µM (series often up to 57.3 µM), without a hit: at the highest dose activity, negative = inhibition, usual class: inhibitors. 240,000 compounds, 0.54% hits. AID 2549;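 further: plate controls were vehicle for no effect and no enzyme for full effect; nearly all actives have a fitted effect of over 30% in size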
Target sequence (P46063 whole entry, looked up): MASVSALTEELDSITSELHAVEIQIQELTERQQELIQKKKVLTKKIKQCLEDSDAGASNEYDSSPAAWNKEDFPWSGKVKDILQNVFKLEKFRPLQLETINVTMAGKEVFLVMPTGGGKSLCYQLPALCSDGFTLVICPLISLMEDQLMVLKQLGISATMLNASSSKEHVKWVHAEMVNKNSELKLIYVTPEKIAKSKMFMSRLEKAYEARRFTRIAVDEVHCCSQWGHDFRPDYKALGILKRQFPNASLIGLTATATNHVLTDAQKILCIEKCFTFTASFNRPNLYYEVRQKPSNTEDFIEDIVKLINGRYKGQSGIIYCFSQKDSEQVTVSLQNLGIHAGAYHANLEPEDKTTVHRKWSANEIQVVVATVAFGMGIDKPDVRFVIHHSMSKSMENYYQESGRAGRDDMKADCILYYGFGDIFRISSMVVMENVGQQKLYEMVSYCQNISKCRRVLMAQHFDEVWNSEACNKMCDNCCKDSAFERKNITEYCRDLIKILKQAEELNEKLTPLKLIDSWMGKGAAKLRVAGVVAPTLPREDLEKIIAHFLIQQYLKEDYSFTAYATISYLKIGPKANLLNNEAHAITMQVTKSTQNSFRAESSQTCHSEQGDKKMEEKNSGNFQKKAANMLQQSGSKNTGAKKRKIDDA
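RECQ1T1 50 nM; forked duplex (20 bp + 30-nt ss tails) 200 nM, ATP 2 mM final; pH 8.0, 2 mM MgCl2, 2.5 ug/ml poly(dI-dC); 15 min compound preincubation; discontinuous kinetic read over 2 h at RT.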
TexasRed fluor = counter-screen for TRb-SRC2 inhibitors: fluorescence interference | TRb/SRC2 Texas Red total fluorescence interference | Potency, µM (titrated, usually from 106 µM), without a hit: at the top dose fluorescence change, negative = quenching | 280,000 compounds, 0.29% hits; active means well fitted curve in either direction with a large enough effect; inconclusive means small, poorly fitted or top-dose-only effect
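Human TRb ligand-binding domain at 0.6 uM with 20 nM Texas Red SRC2 peptide in Tris buffer containing 1 uM T3 and 5% DMSO, incubated with compound 5 h at ambient temperature. Total fluorescence (555/632 nm) calculated as parallel + 2 × perpendicular.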
L3MBTL1 inh = blocks human L3MBTL1; Q9Y468; Potency, µM (top dose mostly 57.1 µM), inactives show at the highest dose activity, negative = inhibition, most hits filed as inhibitors; AlphaScreen L3MBTL1–H3K9me1 peptide binding; 230,000 compounds, 0.66% hits; further: nearly all actives have a fitted effect of over 60% in size
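AlphaScreen proximity signal between nickel-chelate acceptor and streptavidin donor beads (final 10 ug/mL) reports binding of 50 nM L3MBTL1 to 75 nM biotin-H3 K9me1 peptide; complex incubated with compounds 30 min at room temperature; cefsulodin titration as control.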
GAA glycogen mod = GAA glycogen-cleavage inhibition or activation | P10253 | recombinant GAA, glycogen substrate, Amplex Red glucose oxidase fluorescence | Potency, µM (titrated, usually from 76.4 µM), for inactives: top-dose activity change, negative = inhibition, most hits filed as inhibitors | 300,000 compounds, 0.38% hits | AID 2100;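 further: 0% = full enzyme reaction and -100% = no-enzyme basal signal; the screen sought inhibitors and activators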
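Natural-substrate format: glycogen cleavage by 4 nM human enzyme, glucose read by Amplex Red coupling (Ex 573, Em 610 nm). Normalized to enzyme and no-enzyme controls.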
Starred values were filed as active, the others as inactive; i = inactive; ? = inconclusive; . = not tested or not shown; & = joins results of further samples; [ ] = another dose, or the depositor's remark. Unless noted, the call rests on the fitted dose curve; in most records, active means well fitted curve in the direction sought with a large enough effect; inconclusive means small, poorly fitted or top-dose-only effect, or another doubt; inactive means no such curve, though single readings can be large; an effect the other way counts as inactive or inconclusive. Unless noted, on the % scale 0 is the no-effect control and ±100 the full control effect; potency means the concentration at half of the fitted maximal effect. The list is partial; the hit share may differ from the screen's.

1	O=C1NC2(CCN(Cc3ccccc3)CC2)Oc2ccccc21
2	Cc1ccccc1OCCn1c(=O)sc2ccccc21
3	Nc1ccc(N2CCCCC2)c(S(=O)(=O)Nc2ccc(Cl)cc2)c1
4	O=Nc1ccc(NOC(=O)c2ccc(Br)cc2)cc1
5	CCCCCc1ccc(-c2nnc(N)s2)cc1
6	COc1ccc(C2=NN(C(N)=S)C(c3ccccc3)C2)cc1 (stereo unspecified)
7	CCc1nn(CC(=O)Nc2ccc(Br)c(C)c2)c(=N)s1
8	COC(=O)c1c(NC(=O)c2ccccc2)sc2c1CC(C)(C)NC2(C)C
assay / compound	1	2	3	4	5	6	7	8
GAA spleen mod	-2%	5%	3%	-9%	4%	2%	-2%	0%
GAA inhib	7%	3%	-10%[15.4 µM]	1%	2%	3%	-3%	.
RGS12 GoLoco inh	-9%	10%	7%	-1%	0%	-6%	9%	3%
TRb SRC2 PPI	-4%	1%	5%	1%	-3%	-6%	-3%	2%
RECQ1 inh	-5%	-5%	-1%	-10%	i	-8%	i	-12%
TexasRed fluor	-8%	-2%	-1%	-8%	-7%	-6%	-3%	2%
L3MBTL1 inh	.	36%[activator]	-27%	4%	-5%	.	-3%[2.29 µM]	10%
GAA glycogen mod	15%	-8%	-27%	-18%	-7%	13%	-1%	-4%

9	Cc1nnc(SCc2ccc(CC(=O)O)cc2)o1
10	Cc1ccc(Cc2nnc3n(-c4ccccc4)nc(C(=O)c4ccccc4)n3c2=O)cc1
11	Oc1cccc2ccc(Nc3ccccn3)nc12
12	CCN(CC)c1nc(C)nc2c1sc(=S)n2C
13	CC(C)c1ccc(CNC(=O)C(=O)NCC2CCCO2)cc1 (stereo unspecified)
14	Cc1ccc(NC(=O)c2ccc(NCCCN3CCC(C)CC3)c([N+](=O)[O-])c2)cc1F
15	NC(=O)c1ccc(NC(=O)CSc2nnc(-c3ccncc3)n2Cc2ccco2)cc1
16	COc1ccccc1-n1c(=S)[nH]c2c(sc(=S)n2-c2ccc(C)cc2C)c1=O
assay / compound	9	10	11	12	13	14	15	16
GAA spleen mod	-2%	2%	-5%	.	-9%	-6%	-2%	-2%
GAA inhib	-3%	-9%	-4%	-1%	0%	-2%	.	-8%
RGS12 GoLoco inh	3%	0%	-13%	11%	7%	2%	2%	3%
TRb SRC2 PPI	0%	-9%	-1%	1%	3%	1%	5%	4%
RECQ1 inh	i	-1%	-1%	-1%	-2%	-13%	-6%	-13%
TexasRed fluor	0%	-2%	-3%	0%	-2%	-1%	1%	1%
L3MBTL1 inh	4%	-21%	?	30%	.	.	.	.
GAA glycogen mod	-8%	5%	-4%	0%	7%	-11%	6%	-8%

Records 12 through 14 of the list above:
12	CCN(CC)c1nc(C)nc2c1sc(=S)n2C
13	CC(C)c1ccc(CNC(=O)C(=O)NCC2CCCO2)cc1 (stereo unspecified)
14	Cc1ccc(NC(=O)c2ccc(NCCCN3CCC(C)CC3)c([N+](=O)[O-])c2)cc1F
assay / compound	12	13	14
GAA spleen mod	.	-9%	-6%
GAA inhib	-1%	0%	-2%
RGS12 GoLoco inh	11%	7%	2%
TRb SRC2 PPI	1%	3%	1%
RECQ1 inh	-1%	-2%	-13%
TexasRed fluor	0%	-2%	-1%
L3MBTL1 inh	30%	.	.
GAA glycogen mod	0%	7%	-11%

More results.
17	C=CCc1cc(/C=C2/NC(=S)NC2=O)cc(OC)c1O
18	O=C(CN1C(=O)c2ccccc2S1(=O)=O)Nc1ccccc1
19	Cc1ccsc1C1C(C#N)=C(N)OC2=C1C(=O)CC(C)(C)C2 (stereo unspecified)
20	O=C1NC(SCCCF)=N/C1=C/c1ccc(-n2cncn2)cc1
21	Cc1ccc(S(=O)(=O)N2CCN(C(=O)N(c3ccccc3)c3ccccc3)CC2)cc1
22	O=C(CCc1nnc(Cc2ccc(-c3ccccc3)cc2)o1)NCCc1ccccn1
23	O=C(NC(NCC1CCCO1)C(Cl)(Cl)Cl)c1cccc2ccccc12 (stereo unspecified)
24	O=C1CCC(=O)N1CN(Cc1ccco1)CN1C(=O)CCC1=O
assay / compound	17	18	19	20	21	22	23	24
GAA spleen mod	0%	-13%	4%	-12%	-27%	0%	10%	8%
GAA inhib	-10%	-8%	11%	.	25µM*	4%	7%	?
RGS12 GoLoco inh	15%	16%	0%	11%	-2%	1%	3%	3%
TRb SRC2 PPI	0%	0%	2%	0%	-1%	-10%	-5%	-2%
RECQ1 inh	-7%	14%	-7%	-8%	-1%	i	-1%	-6%
TexasRed fluor	-6%	-2%	-6%	-4%	-6%	-4%	-5%	-4%
L3MBTL1 inh	-7%	-11%	-4%	.	.	-4%	-2%	0%
GAA glycogen mod	-17%	7%	0%	5%	?	-6%	1%	1%

Full records, quoted from the list. Order of screens: GAA spleen mod, GAA inhib, RGS12 GoLoco inh, TRb SRC2 PPI, RECQ1 inh, TexasRed fluor, L3MBTL1 inh, GAA glycogen mod
Entry for O=C(CN1C(=O)c2ccccc2S1(=O)=O)Nc1ccccc1 : -13%, -8%, 16%, 0%, 14%, -2%, -11%, 7%
Entry for O=C1NC2(CCN(Cc3ccccc3)CC2)Oc2ccccc21 : -2%, 7%, -9%, -4%, -5%, -8%, ., 15%

Remaining list, next part
25	Cn1c(=O)c2c(O)cc(=O)[nH]c2n(-c2ccccc2)c1=O
26	COc1ccc(OCCNc2c([N+](=O)[O-])c(=O)oc3ccccc23)cc1
27	O=C(C1=C[C@H](c2csc3ccccc23)C[C@H](OCCCCO)O1)N1CCOCC1
28	CC(C)[N+](C)(CCOC(=O)C1c2ccccc2Oc2ccccc21)C(C)C
29	O=C(CCCCCNc1nc(=S)[nH]c2ccccc12)NCCC1=CCCCC1
30	COC(=O)[C@@H]1C[C@@]2(O)[C@@H](O)[C@@H](O)[C@@H](O)C[C@H]2N1Cc1ccc(C(F)(F)F)cc1
31	O=C1Nc2ccc(Br)cc2C12NNc1ccccc1O2 (stereo unspecified)
32	Cc1ccc(C)c(C2C(C#N)=C(N)Oc3cc(C)oc(=O)c32)c1 (stereo unspecified)
assay / compound	25	26	27	28	29	30	31	32
GAA spleen mod	10%	6%	3%	-5%	7%	-5%&1%	-2%	3%
GAA inhib	1%	-7%	.	-17%[15.4 µM]	8%	.	2%	?
RGS12 GoLoco inh	3%	-1%	3%	9%	6%	-1%&-15%	5%	11%
TRb SRC2 PPI	-17%	1%	-6%	-1%	2%	0%&-7%	-3%	-1%
RECQ1 inh	-7%	4%	-14%	?	-3%	-1%	-3%	-6%
TexasRed fluor	0%	-3%	-3%	0%	-4%	-3%&-1%	-10%	2%
L3MBTL1 inh	5%	1%	7%	6%	-2%	.	?	-1%
GAA glycogen mod	-12%	?	10%	-1%	-10%	15%	?	-19%

33	CCC(=O)NC(NC(=S)Nc1cccc2cccnc12)C(Cl)(Cl)Cl (stereo unspecified)
34	OCC1(Cc2ccccc2)CCN(Cc2cc3ccccc3o2)CC1
35	Cc1ccc(C(=O)NC(=S)Nc2ccc3[nH]c(=O)[nH]c3c2)c(C)c1
36	NS(=O)(=O)c1cccc(NC(=O)COC(=O)C2CCCCC2)c1
37	Cc1ccc(NC2=C(Cl)C(=O)OC2OC(C)C)c(C)c1 (stereo unspecified)
38	Cn1nc(C(F)(F)F)c(C(=O)Nc2ccc(F)cc2F)c1Sc1ccc(Cl)cc1
39	CCC(=O)N1CCN(c2ccccc2NC(=O)COc2ccccc2Cl)CC1
40	Cc1cc(-c2n[nH]c(=S)n2/N=C/c2ccccc2[N+](=O)[O-])n[nH]1
assay / compound	33	34	35	36	37	38	39	40
GAA spleen mod	7%	-13%	2%	-20%	-3%	-10%	-11%	4%
GAA inhib	7%	-9%	12%	0%	1%	-7%	-7%	6%
RGS12 GoLoco inh	-10%	13%	8%	2%	6%	4%	-2%	-2%
TRb SRC2 PPI	2%	0%	-3%	5%	6%	-1%	4%	9%
RECQ1 inh	-12%	0%	i	-3%	-9%	-8%	-20%	-7%
TexasRed fluor	-2%	-3%	-1%	2%	0%	-10%	1%	-4%
L3MBTL1 inh	2%	-12%	12%	6%	5%	7%	1%[11.4 µM]	6%
GAA glycogen mod	-8%	7%	-10%	0%	12%	-1%	-18%	6%

41	COc1ccc(-c2noc(-c3ccc4c(c3)OCO4)n2)cc1
42	CCCCNC(=S)N(C)/N=C/c1ccc(OCC(=O)Nc2c(C)cc(C)cc2C)c(OC)c1
43	CN(C)c1cc[n+](CCC(=O)Nc2cccc([N+](=O)[O-])c2N)cc1
44	CCC(=O)N(CCN1CCOCC1)Cc1cc2cc3c(cc2nc1Cl)OCO3
45	COc1ccc(N2CCN(C(CNC(=O)c3ccco3)c3cccnc3)CC2)cc1 (stereo unspecified)
46	Cc1ccc(C)c(OCc2nc3ccccc3[nH]2)c1
47	COc1ccc(-n2c(Cc3cccn3C)nnc2SCC(=O)Nc2ccc(F)cc2F)cc1
48	NS(=O)(=O)c1cccc(NC(=O)c2cc3ccccc3o2)c1
assay / compound	41	42	43	44	45	46	47	48
GAA spleen mod	-3%	-5%	0%	0%	-8%	0%	1%	-5%
GAA inhib	-14%	3%	-6%	?	-10%	-1%	0%	1%
RGS12 GoLoco inh	11%	9%	5%	9%	1%	-4%	4%	21%
TRb SRC2 PPI	-1%	6%	-3%	-1%	-3%	-5%	-6%	0%
RECQ1 inh	-16%	-7%	-19%	12%	?	-15%	-7%	-4%
TexasRed fluor	-2%	0%	-1%	-3%	1%	-5%	-1%	-1%
L3MBTL1 inh	6%	5%	2%	-7%	-6%	3%	-1%	12%
GAA glycogen mod	10%	13%	13%	17%	-18%	4%	2%	12%
